# HSP90 inh – HSP90 refolding inhibition in rabbit reticulocyte lysate | luciferase refolding luminescence, 3 h | inhibition, % at 5.6 µM | actives 0.91% (n = 290,000) | AID 1789;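 active = inhibition above the screen-wide mean plus 3 SD, computed separately per campaign, cut at about 16% in these data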;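 note: 0% = DMSO wells and 100% = 60 µM geldanamycin wells; inhibitors lower the luminescence because luciferase stays unfolded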
# KLF5 inh – inhibitors of KLF5 expression; DLD-1 KLF5 promoter-luciferase reporter, luminescence; inhibition, % at 5 µM; actives 0.23% (n = 290,000);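 active = inhibition above a per-plate limit of that plate's mean compound inhibition plus 3 SD, cut at about 60% in these data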;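 note: 0% = DMSO wells and 100% = LY294002 at 200 µM; higher means less KLF5 promoter-driven luciferase light; inactives centre near -14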
# IEC-6 tox – kills IEC-6 intestinal cells in KLF5 counter-screen; actives 0.78% (n = 290,000); inhibition, % at 5 µM; IEC-6 cytotoxicity, luminescence viability; AID 1825; in the data active = inhibition above about 22%;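 note: 0% = plate median of test compound wells and 100% = cytotoxic reference compound wells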
# HSF1 activator – increases HSF-1 driven luciferase reporter signal; NIH3T3-HGL HSF-1 luciferase reporter, MG132, 8 h; 100% = twice DMSO control signal; activation, % at 9 µM; actives 1.7% (n = 300,000);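 active = mean replicate activation of at least 50% with a set share of replicates each reaching 50%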;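 note: 0% = median of the neutral control wells and 100% = twice that signal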
# GSK3beta inhib – human GSK3beta kinase inhibition; P49841; GST-GSK3beta kinase, ADP-Glo luminescence, 60 min; active compounds read low; activity score (negative = inhibition), % at 10 µM; actives 0.038% (n = 300,000); AID 2097;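 active = more than half of replicate wells score below -50%, meaning over 50% inhibition versus plate controls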;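 note: 0% = median DMSO wells and -100% = median GW8510 positive control wells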
# Target sequence (P49841 whole entry, looked up): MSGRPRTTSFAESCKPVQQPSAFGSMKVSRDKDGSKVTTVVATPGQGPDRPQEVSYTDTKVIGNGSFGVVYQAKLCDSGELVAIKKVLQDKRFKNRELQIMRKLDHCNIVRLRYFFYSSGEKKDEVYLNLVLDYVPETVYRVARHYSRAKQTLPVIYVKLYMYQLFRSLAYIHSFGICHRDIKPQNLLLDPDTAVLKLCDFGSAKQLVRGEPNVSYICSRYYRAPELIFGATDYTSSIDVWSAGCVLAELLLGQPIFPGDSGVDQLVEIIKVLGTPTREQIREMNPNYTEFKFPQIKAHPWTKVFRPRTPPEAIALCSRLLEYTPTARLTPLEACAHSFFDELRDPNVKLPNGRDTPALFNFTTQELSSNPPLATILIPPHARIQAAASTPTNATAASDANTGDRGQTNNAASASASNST
#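 Test system – GST-tagged human GSK3beta kinase, cell-free · Incubation – 60 min enzyme reaction, room temperature · Signal – ADP-Glo luminescence · Also added – peptide substrate and ATP at 25 µM · Controls – DMSO neutral wells and GW8510 at 20 µM as positive · Buffer or medium – Tris/MgCl2 kinase buffer · Measure – Luminescence-derived activity versus plate DMSO and GW8510 wells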
# AI-2 QS modul – Vibrio harveyi AI-2 quorum sensing modulation; Vibrio harveyi JMH597 AI-2 luminescence/OD600 ratio, 9 h; active compounds read low; strain lacks LuxN and CqsS sensors; 0 = neutral-control median; activity change, % at 7.5 µM; actives 0.4% (n = 300,000); AID 2094; in the data active = activity change below about -75%, passing the limit was not always enough;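 note: luminescence divided by OD600 gain over 9 h not by final OD600 alone; inactives centre near 13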
# aSyn UTR inh – 5' untranslated region of α-synuclein, MLPCN primary screen. alpha-synuclein 5'UTR reporter, inhibitor activity. inhibition, % (tested at 7.5 µM). actives 0.82% (n = 300,000); in the data active = inhibition above about 60%;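 note: H4 neuroglioblastoma cells stably carrying SNCA 5'UTR luciferase fusion; 0% = DMSO wells and 100% = positive control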
# HSF1 inh – HSF1 inhibition | actives 0.77% (n = 300,000) | AID 2098 | NIH3T3-HGL HSE-luciferase, MG132-induced, luminescence 8 h; active compounds read low | activity change, negative = inhibition, % at 7.5 µM (by protocol);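 active = more than half of replicate wells show activity change below -50%, luminescence cut by over half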;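 note: luciferase reports HSF-1 transcriptional activity via heat shock element; 0% = median of DMSO wells and -100% = zero luminescence signal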
# GSK3A inh – inhibitors of human GSK-3 alpha kinase; P49840; ADP-Glo luminescence, 60 min; inhibition, % at 10 µM; actives 0.1% (n = 320,000); AID 2650;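 in the data active = inhibition above about 50%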;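 note: GST-tagged GSK-3 alpha with peptide substrate and 25 µM ATP; 0% = DMSO neutral wells and 100% = GW8510 positive control wells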
# Target sequence (P49840 whole entry, looked up): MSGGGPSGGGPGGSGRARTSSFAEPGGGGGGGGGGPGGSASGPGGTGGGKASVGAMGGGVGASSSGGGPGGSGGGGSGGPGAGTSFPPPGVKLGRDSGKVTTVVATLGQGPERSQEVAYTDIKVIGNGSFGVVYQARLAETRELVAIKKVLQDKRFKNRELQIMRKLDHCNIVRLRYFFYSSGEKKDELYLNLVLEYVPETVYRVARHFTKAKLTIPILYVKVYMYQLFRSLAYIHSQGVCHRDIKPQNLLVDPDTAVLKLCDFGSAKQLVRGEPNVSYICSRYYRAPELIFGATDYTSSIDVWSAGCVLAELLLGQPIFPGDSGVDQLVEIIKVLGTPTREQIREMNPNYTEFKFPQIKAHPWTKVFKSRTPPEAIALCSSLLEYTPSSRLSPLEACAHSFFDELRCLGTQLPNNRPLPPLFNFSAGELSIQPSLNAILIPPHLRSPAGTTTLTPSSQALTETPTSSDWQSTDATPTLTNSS
# PolyA inhibitor – blocks polyadenylation in yeast reporter cells; S. cerevisiae SKY197-pL101 polyadenylation reporter, beta-gal luminescence; efflux-impaired pdr1/pdr3 knockout yeast; score 100 = 6 SD above DMSO; calls only at 12 µM; actives 0.02% (n = 300,000);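 active = lowest replicate activity score at least 50, where 100 means six control SD above control mean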;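 note: yeast exposed to compound for 9 h at 30 °C; higher score means more reporter readthrough which indicates perturbed polyadenylation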
# Numbers without * were called inactive; i = inactive; nt = no result given.
SMILES,HSP90 inh,KLF5 inh,IEC-6 tox,HSF1 activator,GSK3beta inhib,AI-2 QS modul,aSyn UTR inh,HSF1 inh,GSK3A inh,PolyA inhibitor
N#CCCN(C(=O)COC(=O)CCN=C1NS(=O)(=O)c2ccccc21)c1ccc(F)cc1,nt,nt,nt,11,-3,-2,10,1,2,i
COC(=O)c1ccc(COc2cc([N+](=O)[O-])cc3cccnc23)o1,2,2,4,17,0,14,4,4,2,i
Cc1ccc(C(=O)COC(=O)c2ccc(-c3cnc4ccccc4n3)cc2)cc1C,4,-33,-1,0,-2,12,-15,-1,-1,i
CCCCN(C(=O)Cc1cccc(F)c1)c1c(N)n(CCC)c(=O)[nH]c1=O,3,12,4,6,0,13,9,6,9,i
CC(CCc1ccccc1)NC(=O)c1cnc(Cl)c(Cl)c1 (stereo unspecified),3,-29,-3,1,-4,-12,21,2,1,i
Cc1ccccc1OCC(=O)OCC(=O)Nc1ccc(S(N)(=O)=O)cc1,2,-10,3,-23,2,14,-10,-9,-14,i
COc1cccc(-c2nc(-c3ccc(NC(=O)c4ccncc4)cc3)no2)c1,-6,-18,4,1,-1,-12,-37,-2,-1,i
COCCN(CCOC)c1nc(-c2ccc([N+](=O)[O-])cc2)nc2ccccc12,-2,-24,4,-3,2,21,13,1,-2,i
Cc1cc(C)c(S(=O)(=O)/N=C2\C=CC(=O)C(Cl)=C2)c(C)c1,3,-9,-9,nt,nt,nt,nt,nt,-1,nt
CCc1[nH]c(=O)c(C#N)c2c1CCCC2,3,-1,-2,1,-3,38,17,-2,-3,i
COc1ccc(OC)c(N(CC(=O)Nc2cccnc2)S(=O)(=O)c2ccc(C)cc2)c1,0,-37,-3,-6,0,42,6,-10,4,i
NC(=O)CSc1nnc2n(N)c(=O)c3ccccc3n12,5,-37,-2,44,2,2,9,12,-1,i
Cc1nn(C2CCS(=O)(=O)C2)c(Cl)c1/C=C/C(=O)OCC(=O)Nc1ccccc1OC(F)F (stereo unspecified),2,14,-6,-8,-4,12,10,-10,0,i
COc1cc(/C=C/C(=O)N(C)c2ccccc2C(=O)O)cc(OC)c1OC,5,-33,4,-5,-1,-9,-8,0,8,i
CN(C)S(=O)(=O)c1cc(NC(=O)CN2CCN(c3ccc(O)cc3)CC2)ccc1Cl,3,-14,4,-14,-25,3,5,-6,-1,i
Cc1cc2c(cc1C)C(c1ccccc1OC(C)C)CC(=O)N2 (stereo unspecified),5,27,44*,2,-2,3,-12,-5,2,i
C/C(=N/OC(=O)c1c(-c2c(F)cccc2Cl)noc1C)c1cnccn1,5,-2,0,-2,1,-1,9,0,1,i
CC(=O)Nc1cccc(OCC(O)Cn2cnc3ccccc32)c1 (stereo unspecified),4,-27,-5,-11,1,12,4,-4,-1,i
CC(C)(C)Nc1nc(C(N)=O)nc(N2CCOCC2)n1,-2,-48,9,-3,-1,15,10,-13,0,i
S=C(NCc1ccc2c(c1)OCO2)Nc1ccc2nsnc2c1,-4,-44,1,25,0,-51,-22,14,-1,i
CSc1ccccc1C(=O)C1CCCN(C(=O)c2ccc(N3CCOCC3)cc2)C1 (stereo unspecified),3,1,7,-10,1,22,-7,-2,-2,i
COc1cccc(-c2ccc(SCc3ccccn3)nn2)c1,0,-198,5,34,-3,-16,-84,24,6,i
CC(=O)c1ccc(Oc2ncnc3sccc23)c(CN2CCOCC2)c1,3,-8,-4,7,-2,26,17,-6,nt,i
Cc1ccc(S(=O)(=O)Nc2nc(C)c(C(=O)NNS(=O)(=O)c3cc(C)ccc3C)s2)cc1,-3,-5,-2,-33,4,25,-7,-16,-5,i
Cc1ccc(Cn2cc(S(=O)(=O)c3ccc(C(C)C)cc3)c(=O)c3cc4c(cc32)OCO4)cc1,0,-20,-1,64*,2,27,35,45,-3,i

# Further compounds follow.
SMILES,HSP90 inh,KLF5 inh,IEC-6 tox,HSF1 activator,GSK3beta inhib,AI-2 QS modul,aSyn UTR inh,HSF1 inh,GSK3A inh,PolyA inhibitor
COCCn1c(=O)[nH]c2cc(C(=O)N3CCN(c4ccccc4)CC3)ccc2c1=O,-3,-4,0,-6,3,27,7,-2,-2,i
Cn1c(=O)oc2cc(S(=O)(=O)NCCC(=O)N3CCc4ccccc43)ccc21,-3,-9,-2,-8,3,11,-1,-1,-2,i
CC(C)[C@@H](C(=O)NCC1CCCO1)N1C(=O)N2CCc3c([nH]c4ccccc34)[C@@]2(C)C1=O (stereo partly specified),-3,-32,0,10,1,12,24,5,-5,i
COc1ccc2c(c1)[nH]c1c(=O)n(Cc3ccccn3)cnc12,-1,-20,-1,3,2,11,-16,0,nt,i
O=C(CCN1C(=O)C2CC=C(Cl)CC2C1=O)NC1CCCCC1 (stereo unspecified),1,-5,6,7,0,13,13,-5,-1,i
CC(C)(C)NS(=O)(=O)c1ccc(CCC(=O)N2CCCCC2)cc1,-2,-13,-2,18,1,12,26,-5,0,i
CCCCC(=O)NNC(=O)c1c(O)c2ccccc2[nH]c1=O,1,18,6,22,4,23,-3,4,5,i
Cc1ccc2sc(NC(=O)C3CC3)nc2c1C,1,-44,-9,42,2,14,-73,15,1,i
Cc1ccc(NC(=O)NNC(=O)c2cccs2)cc1,2,-12,-2,4,0,12,-40,-5,-2,nt
CC(=O)Nc1cc(-c2nn(C)c(=O)c3ccccc23)ccc1N1CCCCC1,0,2,5,1,-2,7,14,-2,-3,i
COc1cc(CNC(C)C)ccc1OCC(=O)Nc1cccc2ccccc12,3,-3,3,-8,1,8,-5,-7,5,nt
CC(=O)c1cccc(NC(=S)N2CCN(S(C)(=O)=O)CC2)c1,-1,-45,-3,5,3,18,-8,1,-1,i
CC(CNC(=O)CN1C(=O)CCSc2ccccc21)c1ccccc1 (stereo unspecified),3,9,6,-5,-1,19,-13,-9,-7,i
Cc1ccc(NC(=O)c2ccccc2OCC(=O)c2ccccc2)cc1,1,4,2,29,-1,5,-18,17,-1,i
CC(C)COP(=O)(OCC(C)C)C(Nc1ccccc1)c1ccccc1 (stereo unspecified),2,-12,0,-2,0,5,-5,7,-2,i
O=C(NC1CCCN(Cc2ccc(Cl)cc2)C1)c1ccccc1C(F)(F)F (stereo unspecified),1,-21,-7,-18,4,6,0,4,0,i
O=C1CC(c2ccccc2)CC2=C1CN(C1CCCCC1)CN2 (stereo unspecified),0,-22,2,nt,nt,nt,nt,nt,0,nt
Cc1cccc(C)c1OCC1CNC(=O)O1 (stereo unspecified),0,-2,0,-16,nt,nt,-7,-7,2,i
COC(=O)[C@@]12CCCN1[C@H](c1ccc(-c3ccc(Cl)c(Cl)c3)cc1)[C@H]1C(=O)N(C)C(=O)[C@H]12,nt,nt,nt,-18,0,-6,35,-7,1,i
CCOC(=O)c1[nH]c(C)c(/C(O)=C2\C(=O)C(=O)N(CCN(C)C)C2c2ccc(C)o2)c1C (stereo unspecified),-1,20,25*,16,0,5,10,1,0,i
CCS(=O)(=O)c1nc(S(=O)(=O)c2ccc(Cl)cc2)c(N2CCC(O)CC2)s1,-2,-21,-6,5,6,39,15,-3,0,i
CCN(CC)CCn1c2c(c(SCC(=O)Nc3ccc4c(c3)OCCO4)nc1=O)CCCC2,nt,nt,nt,-4,-17,-6,-4,-9,1,i
O=C(CSc1ccc(-c2ccc(F)cc2)nn1)NCC1CCCO1 (stereo unspecified),-2,-24,4,-6,0,3,-29,5,2,i
COC(=O)c1ccc2c(=O)n(Cc3ccc(C(=O)NCCCN4CCC(C)CC4)cc3)c(=S)[nH]c2c1,3,0,2,-9,-1,9,15,12,-9,i
COc1ccc(/C=N/NC(=O)COc2cccc3ccccc23)c(C(=O)O)c1OC,-3,-19,9,-6,0,2,-10,-3,-4,i

# Given with bars between the fields: part of the list above
SMILES | HSP90 inh | KLF5 inh | IEC-6 tox | HSF1 activator | GSK3beta inhib | AI-2 QS modul | aSyn UTR inh | HSF1 inh | GSK3A inh | PolyA inhibitor
N#CCCN(C(=O)COC(=O)CCN=C1NS(=O)(=O)c2ccccc21)c1ccc(F)cc1 | nt | nt | nt | 11 | -3 | -2 | 10 | 1 | 2 | i
COC(=O)c1ccc(COc2cc([N+](=O)[O-])cc3cccnc23)o1 | 2 | 2 | 4 | 17 | 0 | 14 | 4 | 4 | 2 | i
Cc1ccc(C(=O)COC(=O)c2ccc(-c3cnc4ccccc4n3)cc2)cc1C | 4 | -33 | -1 | 0 | -2 | 12 | -15 | -1 | -1 | i
CCCCN(C(=O)Cc1cccc(F)c1)c1c(N)n(CCC)c(=O)[nH]c1=O | 3 | 12 | 4 | 6 | 0 | 13 | 9 | 6 | 9 | i
CC(CCc1ccccc1)NC(=O)c1cnc(Cl)c(Cl)c1 (stereo unspecified) | 3 | -29 | -3 | 1 | -4 | -12 | 21 | 2 | 1 | i
Cc1ccccc1OCC(=O)OCC(=O)Nc1ccc(S(N)(=O)=O)cc1 | 2 | -10 | 3 | -23 | 2 | 14 | -10 | -9 | -14 | i
COc1cccc(-c2nc(-c3ccc(NC(=O)c4ccncc4)cc3)no2)c1 | -6 | -18 | 4 | 1 | -1 | -12 | -37 | -2 | -1 | i
COCCN(CCOC)c1nc(-c2ccc([N+](=O)[O-])cc2)nc2ccccc12 | -2 | -24 | 4 | -3 | 2 | 21 | 13 | 1 | -2 | i
Cc1cc(C)c(S(=O)(=O)/N=C2\C=CC(=O)C(Cl)=C2)c(C)c1 | 3 | -9 | -9 | nt | nt | nt | nt | nt | -1 | nt
CCc1[nH]c(=O)c(C#N)c2c1CCCC2 | 3 | -1 | -2 | 1 | -3 | 38 | 17 | -2 | -3 | i

# The listing continues.
SMILES,HSP90 inh,KLF5 inh,IEC-6 tox,HSF1 activator,GSK3beta inhib,AI-2 QS modul,aSyn UTR inh,HSF1 inh,GSK3A inh,PolyA inhibitor
CCN(CC)S(=O)(=O)c1ccc(-c2nnc(SCC(C)=O)o2)cc1,-1,-25,0,29,0,2,24,-2,-2,i
CC(NC(=O)COC(=O)Cc1ccsc1)C1CC2CCC1C2 (stereo unspecified),-2,-28,-5,7,1,0,3,-1,-3,i
c1coc(-c2nnc3sc(Cc4cccs4)nn23)c1,5,-42,-2,44,0,3,-38,3,2,i
CCCCNS(=O)(=O)c1ccc2nc(-c3cccnc3)cc(C(=O)NCCCOC)c2c1,-3,-12,-5,4,1,-9,10,-1,-8,i
CCCOC(=O)c1ccc(Oc2cn[nH]c2-c2ccc(OCC(=O)NN)cc2O)cc1,11,0,-2,-10,-3,9,-9,-1,1,i
C/C(=N/NC(=O)c1ccc(Cl)cc1Cl)c1cccnc1,-6,-45,-1,6,-3,22,-40,-6,0,i

# A portion of the library; the hit share may differ from the screen's.
